# E coli Lon inh = inhibitors of E. coli Lon protease, primary screen, biochemical, fluorescence polarization. P0A9M0. purified E. coli Lon protease. inhibition, % at 7.94 µM. 0.42% of 360,000 active; in the data active = inhibition above about 13%, passing the limit was not always enough;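 also: 0% = enzyme with probe and DMSO and 100% = no enzyme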
# TbMetRS inhib = T. brucei MetRS inhibitors, primary screen, biochemical, luminescence | inhibition, % at 11.9 µM | purified T. brucei MetRS, ATP depletion, Kinase-Glo luminescence | 0.4% of 360,000 active | methionyl-tRNA synthetase (Trypanosoma brucei brucei);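 active = inhibition above a per-plate cutoff of the control wells' mean inhibition plus 3 SD, cut at about 5.5% in these data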;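 also: 0% = DMSO wells median and 100% = median of wells with control inhibitor compound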
#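 Material: T. brucei methionyl-tRNA synthetase, purified; reagent: substrates ATP, L-methionine and bulk Escherichia coli tRNA; dosing: 11.9 µM single point; timing: 15 min plus 2 h at 25 °C; detection: luminescence of leftover ATP; evaluation: % inhibition; control set: DMSO-only wells as low control; replicates: singlicate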
# FAS-TE inh = FAS thioesterase domain inhibitors, primary screen, biochemical, fluorescence intensity, uHTS; inhibition, % at 15 µM; Fatty acid synthase (Homo sapiens), P49327; recombinant FAS-TE, OMFH fluorogenic substrate, fluorescence endpoint; 0.67% of 360,000 active;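 active = compounds whose normalised, plate-corrected inhibition of enzyme fluorescence in the single-dose primary screen is 50% or more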;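 also: 0% = DMSO with enzyme and 100% = substrate without enzyme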
# Rin1 Abl inh = inhibitors of Rin1-Abl protein binding, primary screen, biochemical, TR-FRET | inhibition, % at 7.35 µM | 0.4% of 360,000 active | AID 588664, 2011; in the data active = inhibition above about 5%, passing the limit was not always enough
# MsrA act = bovine MsrA enzyme activators, primary screen, biochemical, absorbance, HTS; purified bovine MsrA, absorbance read-out; activation, % at 10.6 µM; 0.3% of 360,000 active; in the data active = activation above about 7.5%;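 also: 0% = vehicle and 100% = reference activator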
# PABP1 MLLE inh = inhibitors of PABP1 MLLE–PAM2 peptide binding, primary screen, biochemical, fluorescence polarization, FITC-PAM2, GST-MLLE. Polyadenylate-binding protein 1 (Homo sapiens), P11940. inhibition, % at 20 µM. 0.36% of 360,000 active. AID 588489, 2011; in the data active = inhibition above about 35%, passing the limit was not always enough;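 also: plate controls were DMSO wells with GST-MLLE for no effect and wells lacking GST-MLLE protein for full effect; some results filed as inactive read as strong as hits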
# Neddylation inh = inhibitors of cullin neddylation, primary screen, biochemical, TR-FRET, uHTS, NAE and Ubc12; NEDD8-conjugating enzyme Ubc12 (Homo sapiens) + NEDD8-activating enzyme E1 regulatory …; calls only at 25 µM; 0.58% of 360,000 active; in the data active = inhibition above about 36%
# Target sequence (P61081 whole entry, looked up): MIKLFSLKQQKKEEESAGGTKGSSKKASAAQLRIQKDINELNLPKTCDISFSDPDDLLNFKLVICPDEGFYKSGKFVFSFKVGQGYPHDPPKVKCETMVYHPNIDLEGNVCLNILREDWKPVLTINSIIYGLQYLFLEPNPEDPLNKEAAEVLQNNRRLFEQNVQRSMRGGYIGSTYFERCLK
# Target sequence (Q13564 whole entry, looked up): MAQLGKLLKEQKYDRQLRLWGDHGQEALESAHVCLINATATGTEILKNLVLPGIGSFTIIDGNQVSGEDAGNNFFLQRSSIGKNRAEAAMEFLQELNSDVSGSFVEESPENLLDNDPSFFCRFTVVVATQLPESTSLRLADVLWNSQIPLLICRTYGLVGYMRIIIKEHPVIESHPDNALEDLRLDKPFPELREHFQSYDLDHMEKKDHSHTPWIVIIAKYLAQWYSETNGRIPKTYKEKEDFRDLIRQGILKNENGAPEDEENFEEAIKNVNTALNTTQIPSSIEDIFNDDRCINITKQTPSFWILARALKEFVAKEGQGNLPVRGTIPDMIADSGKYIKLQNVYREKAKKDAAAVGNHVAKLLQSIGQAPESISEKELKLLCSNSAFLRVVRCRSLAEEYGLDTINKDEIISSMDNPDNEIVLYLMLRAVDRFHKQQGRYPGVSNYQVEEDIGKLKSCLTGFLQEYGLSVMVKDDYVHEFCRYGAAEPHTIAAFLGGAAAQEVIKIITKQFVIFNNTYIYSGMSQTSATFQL
# CSN inh = inhibitors of CSN-mediated cullin deneddylation, primary screen, biochemical, fluorescence polarization, uHTS | COP9 signalosome complex subunit 5 (Homo sapiens), Q92905 | Purified CSN, SCF-Nedd8-OG deneddylation | inhibition, % at 12.5 µM | 0.38% of 360,000 active;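 active = pattern-corrected inhibition above about 35%, with an unprinted fluorescence ratio check between 0.5 and 1.5, limit read from the data, passing the limit was not always enough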;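 also: 0% = enzyme with substrate and 100% = substrate without enzyme; some results filed as inactive read as strong as hits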
# Target sequence (Q92905 whole entry, looked up, one chain of several): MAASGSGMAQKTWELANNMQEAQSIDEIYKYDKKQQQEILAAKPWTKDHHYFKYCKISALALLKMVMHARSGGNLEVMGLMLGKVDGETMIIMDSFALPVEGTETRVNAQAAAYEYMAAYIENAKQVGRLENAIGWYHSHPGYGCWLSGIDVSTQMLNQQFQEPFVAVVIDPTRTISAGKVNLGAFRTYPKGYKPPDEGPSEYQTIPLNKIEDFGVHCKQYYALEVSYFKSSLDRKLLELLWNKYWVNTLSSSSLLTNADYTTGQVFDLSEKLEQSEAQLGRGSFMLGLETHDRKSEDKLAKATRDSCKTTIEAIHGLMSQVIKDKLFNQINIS
#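 Material: purified human Csn5 enzyme expressed in HEK293T cells / Medium: Tris buffer pH 7.5, NaCl, DTT, Tween-20, trehalose, ovalbumin / Compound dosing: 12.5 µM single point / Schedule: 90 min incubation of compound, enzyme and substrate at room temperature / Signal: fluorescence polarization of the substrate / Control set: no-enzyme wells high, enzyme-with-substrate wells low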
# MsrA inh = bovine MsrA enzyme inhibitors, primary screen, biochemical, absorbance, HTS; purified bovine MsrA, absorbance read-out; 0.75% of 360,000 active; AID 651718, 2012; inhibition, % at 15.5 µM; in the data active = inhibition above about 4.5%;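 also: 0% = vehicle wells with enzyme and 100% = reference inhibitor wells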
# The depositor's hits bear a star; i = inactive; · = not tested or not shown; + = active, no number.
SMILES,E coli Lon inh,TbMetRS inhib,FAS-TE inh,Rin1 Abl inh,MsrA act,PABP1 MLLE inh,Neddylation inh,CSN inh,MsrA inh
COc1ccc(OCc2nnc3n2N=C(c2ccc(C)cc2)CS3)cc1,-2,-0.2,19,-1,-3,-56,i,-2,-0.8
CCOc1cc(C(=O)NCCCn2ccnc2)cc(OCC)c1OCC,-14,0.7,-6,-2,4,-8,i,-5,0.1
O=C1C=CC(=O)N1c1ccc(OC(F)F)cc1,8,-0.8,0,0,-17,30,i,0,47*
C/C(=N\NC(=O)c1ccccc1O)c1cccc(NC(=O)c2ccccc2)c1,-1,0.5,-4,1,-2,9,i,-2,-0.1
O=C(N/C(=C/C=C/c1ccccc1)C(=O)N1CCOCC1)c1ccccc1Br,-1,0.3,4,-1,-5,-7,i,-4,3.6
COc1ccc(-c2noc(Cc3ccccc3OC)n2)cc1,5,-0.2,16,-3,0,0,i,5,-0.3
OCCC1CN(Cc2ccc(F)cc2)CCN1CCCc1ccccc1 (centres undefined),13,0.3,-3,1,-1,2,i,2,-0.1
Cc1nc2ccccc2c(=O)n1Nc1cccc(Cl)c1,-1,-0.3,-14,1,-4,10,i,-8,0.5
CC(NC(=O)c1ccc2c(c1)OCO2)c1cccc(C(F)(F)F)c1 (centres undefined),-8,-0.2,2,1,-1,-6,i,5,0.7
CCOC(=O)C1=NNC2(c3ccc(Cl)cc3)C(=O)N(c3ccc(C)cc3)C(=O)C12 (centres undefined),-5,-0.8,16,1,-6,11,i,0,-0.6
Cc1ccc(O)c(NC(=O)c2ccc3c(c2)C(=O)N(Cc2ccco2)C3=O)c1,9,-1.1,-3,2,-12,-15,i,1,-0.5
C#CCOCCOCCOCCNc1nc(N2CCN(C(=O)[C@H](CC(N)=O)n3cc(C(N)[C@@H](C)CC)nn3)CC2)nc(N2CCN(C(=O)[C@H](CCCCN)n3cc([C@@H](N)CC(N)=O)nn3)CC2)n1 (some centres undefined),-8,0.1,-15,-2,-1,2,i,-2,0.1
Cc1ccc2c(c1)NC(=O)C(CC(=O)NC1CCCCC1C)O2 (centres undefined),-8,-0.3,1,1,-1,-2,i,-1,-0.2
Cc1c(CC(=O)N[C@@H](C)C(=O)O)c(=O)oc2cc3c(cc12)CCC(C)(C)O3,-2,-0.1,-6,-1,-10,-8,·,4,5.3*
COc1cc(CN2CCN(Cc3ccc([N+](=O)[O-])cc3)CC2)c([N+](=O)[O-])cc1OC,-3,-0.2,37,6,0,7,i,1,1.6

# Compound profiles (already shown). Order of screens: E coli Lon inh, TbMetRS inhib, FAS-TE inh, Rin1 Abl inh, MsrA act, PABP1 MLLE inh, Neddylation inh, CSN inh, MsrA inh
# O=C(N/C(=C/C=C/c1ccccc1)C(=O)N1CCOCC1)c1ccccc1Br as listed: -1, 0.3, 4, -1, -5, -7, i, -4, 3.6
# CCOC(=O)C1=NNC2(c3ccc(Cl)cc3)C(=O)N(c3ccc(C)cc3)C(=O)C12 (centres undefined) as listed: -5, -0.8, 16, 1, -6, 11, i, 0, -0.6
# O=C1C=CC(=O)N1c1ccc(OC(F)F)cc1 as listed: 8, -0.8, 0, 0, -17, 30, i, 0, 47*
# COc1ccc(OCc2nnc3n2N=C(c2ccc(C)cc2)CS3)cc1 as listed: -2, -0.2, 19, -1, -3, -56, i, -2, -0.8
# CCOc1cc(C(=O)NCCCn2ccnc2)cc(OCC)c1OCC as listed: -14, 0.7, -6, -2, 4, -8, i, -5, 0.1

# Back to the main list with the 2 entries that preceded the break.
SMILES,E coli Lon inh,TbMetRS inhib,FAS-TE inh,Rin1 Abl inh,MsrA act,PABP1 MLLE inh,Neddylation inh,CSN inh,MsrA inh
Cc1c(CC(=O)N[C@@H](C)C(=O)O)c(=O)oc2cc3c(cc12)CCC(C)(C)O3,-2,-0.1,-6,-1,-10,-8,·,4,5.3*
COc1cc(CN2CCN(Cc3ccc([N+](=O)[O-])cc3)CC2)c([N+](=O)[O-])cc1OC,-3,-0.2,37,6,0,7,i,1,1.6
O=C(NCCc1ccccc1)C1CCCN1S(=O)(=O)c1ccccc1 (centres undefined),0,-1.1,-3,1,0,-8,i,-4,0.9
COCCNC(=S)N=Nc1c(O)[nH]c2c(C)cc(C)cc12,9,-0.6,-2,-7,-1,4,i,-4,0.9
O=C(CSC1=NC(=O)C(Cc2ccccc2)C(=O)N1)Nc1ncc(Br)cc1Br (centres undefined),-8,1.0,-4,-2,-3,-4,i,-1,0.7
COc1cccc(/C=C2/Sc3ccc(C(=O)NCCCN4CCCC4)cc3NC2=O)c1,-2,0.3,-4,-4,-3,-12,i,1,0.6
O=c1[nH]nc(SCc2nnc(-c3ccc([N+](=O)[O-])cc3)o2)n1C1CCCCC1,-7,0.6,26,-3,2,-11,i,2,-0.2
COc1ccc2sc(-c3ccc(SC)cc3)c(C#CCO)c2c1,-4,0.0,13,1,-3,-5,+,1,1.7
CC(=NNC(=S)Nc1ccccc1Cl)c1ccccn1,-4,-0.5,2,-2,-8,20,i,-4,-0.1
Cc1ccc(-n2c(-c3cnccn3)n[nH]c2=S)c(Br)c1,-6,-0.8,-5,-5,2,-32,i,4,1.2
O=c1oc(Cl)c(Cl)c2ccccc12,-4,-0.6,92*,0,-2,-44,i,-5,-0.9
CC(C)(C)c1nnc(NC(=O)NS(=O)(=O)c2ccccc2)s1,5,0.2,-6,5,-2,7,i,3,0.5
NC(=O)C1(N2CCCCC2)CCN(C(=O)CSc2nc(C(F)(F)F)cc(=O)[nH]2)CC1,0,-1.9,-4,2,-12,-3,i,0,-0.5
CCN(CC)CCCNC(=O)CSc1c2c(nc3cc(Cl)ccc13)CCCC2,1,-0.6,-1,-7,-4,28,i,4,1.4
Cc1cc(C)c2c(N)c(-c3nnc(SCc4ccc(Cl)cc4)n3C)sc2n1,1,0.5,2,0,-1,-44,·,8,-1.5
CCOc1nc(-c2ccccc2)ccc1-c1noc(-c2cccnc2)n1,-3,-0.3,-4,-1,-7,-15,i,0,0.1
OCC[C@@H]1C[C@@H](O)[C@H](O)[C@@]2(OCCc3ccccc32)O1,6,-0.2,-9,3,-6,0,i,-2,0.5
Cc1ccc(S(=O)(=O)NC(=O)Nc2ccc(F)c(F)c2)cc1,-3,-0.4,-3,2,5,15,i,2,-0.1
COc1ccc(NC(=O)c2ccc3c(c2)OCO3)cc1Cl,-7,0.0,5,4,-3,13,i,-7,0.1
CC(NC(=O)OC(C)(C)C)C(=O)Oc1cc2oc(=O)cc(-c3ccccc3)c2cc1Cl (centres undefined),-11,-0.7,37,-1,-13,5,·,2,·
NCCCn1cnc2ccccc21,0,0.1,-4,3,0,-6,i,-8,0.7
COc1ccc(Br)cc1C(=O)NC(=S)Nc1cc(-c2nc3ccccc3[nH]2)ccc1C,-1,0.5,18,1,-8,43*,i,-7,3.3
COc1ccc(C(=O)Nc2cccc(C)c2)cc1S(=O)(=O)N1CCOCC1,-4,-0.6,-1,0,0,-1,i,0,1.2
O=C(CSc1ncnc2scc(-c3ccccc3)c12)NC1CCS(=O)(=O)C1 (centres undefined),-6,-0.4,-2,-1,-5,-4,i,8,3.1
O=C(c1cc(-c2ccncc2)nc2ccc(Br)cc12)N1CCN(Cc2ccc3c(c2)OCO3)CC1,-6,-0.5,22,-4,-4,-6,i,5,-1.1
CC(=O)N1CCN(c2ccc(NC(=O)c3ccco3)cc2)CC1,5,-0.3,-7,1,-4,0,i,-6,0.3
O=C1CCc2cc(S(=O)(=O)NCc3ccccc3)cc3c2N1CC3,-2,-0.2,-6,3,0,6,i,4,-0.6
Cn1nnc(NC(=S)NC(=O)c2cc(Cl)ccc2Cl)n1,-7,-0.1,-5,-2,1,36,i,1,2.0
CC12CCC(=O)N1C(C(=O)NNC(=O)COc1cccc(C(F)(F)F)c1)CS2 (centres undefined),5,0.2,-6,4,-3,-2,i,4,0.6
CC1=NN(Cc2ccccc2)C(=O)C1C(c1ccncc1)C(C#N)C#N (centres undefined),-7,-0.2,-5,-1,-6,11,i,-2,-0.1
O=C(CCc1ccc(O)cc1)NN=Cc1ccc2c(c1)OCO2,-5,-0.1,-10,-2,-1,14,i,5,0.9
CCOC(=O)c1cc2c(=O)c3ccccc3oc2nc1C,-12,-0.7,-3,0,0,-13,i,2,0.2
O=C(OCC(=O)N1CCN(C(=O)c2ccco2)CC1)c1sc2ccccc2c1Cl,-12,0.2,-1,-4,-2,-6,i,2,0.9
C=C(C)Cn1c(CCNC(=O)c2ccco2)nc2ccccc21,-2,-0.8,-5,6,-3,-9,i,6,-0.2
Cc1ccc(S(=O)(=O)NCc2nc(-c3ccccc3)no2)cc1,10,-0.5,-1,5,-5,-8,i,-1,0.8
CCOc1ccc(C(=O)N[C@H](C(=O)N2CCN(c3ncccn3)CC2)C(C)C)cc1,-3,-0.2,-3,-4,-2,-6,i,2,0.3
Cc1cc(C)c2nc(-c3ccncc3)cc(C(=O)N3CCN(Cc4ccccc4Cl)CC3)c2c1,-1,-0.1,21,3,-3,-17,i,3,0.7
COc1ccc(Cl)cc1NC(=O)CN1C(=O)NC2(CCCC2)C1=O,-9,0.4,-3,-1,1,-10,i,3,-1.2
COC(=O)c1cc(C(=O)OC)cc(-n2c(C)cc(C=O)c2C)c1,1,0.0,1,4,-2,-4,i,6,1.3
COc1cccc(/C=N/NC(=O)c2cc3c(OC)cccc3[nH]2)c1O,-7,-0.3,-1,-2,-3,-2,i,-2,1.0
COC(=O)c1cccc(-n2nnnc2SCC(=O)Nc2cc(C)on2)c1,-3,-1.5,0,1,-6,-14,i,-1,-0.1
CC1CCCN(S(=O)(=O)c2ccc3c(c2)C(C)(C)C(=O)N3C)C1 (centres undefined),7,0.3,-3,-3,-1,-7,i,2,·
CCC(C)NC(=O)CSc1nc2ccccc2c(=O)n1CCCC(=O)NCC1CCCO1 (centres undefined),-6,-0.3,-6,-4,0,0,i,4,-0.5
CC(=NNC(=S)N1CCCC1)c1ccccn1,13,0.3,-6,0,-2,0,i,2,-0.3
Cc1ccc2nsnc2c1S(=O)(=O)N(Cc1ccco1)Cc1cc2ccc(C)c(C)c2[nH]c1=O,-5,-1.0,0,2,-4,13,i,3,1.0
CCC(=O)c1cn(CC(=O)Nc2ccc(C)cc2C)c2ccccc12,-4,-1.8,4,-4,-12,5,i,11,-0.5
CC(C)Cn1c(N)c(C(=O)COC(=O)c2ccc(Cl)cc2)c(=O)n(C)c1=O,10,1.9,16,3,-3,-8,i,1,-0.1
COCCn1c(SCC(=O)Nc2cc(OC)ccc2OC)nc2c(c1=O)SC(C)C2 (centres undefined),-1,0.5,-1,-4,-4,-14,i,2,2.4
S=c1[nH]nc(-c2ccccn2)n1/N=C/c1ccc(Cl)c(Cl)c1,-11,-0.3,5,2,-1,-62,i,2,0.1
O=C(CSc1ccc([N+](=O)[O-])cc1)c1ccccc1,-13,-0.3,28,0,1,38,i,2,0.8
Cn1c2ccccc2c2c(=O)oc3ccccc3c21,-1,0.7,-9,-4,-3,3,i,5,2.1

# Single entries from above:
# FAS-TE inh with COc1ccc(NC(=O)c2ccc3c(c2)OCO3)cc1Cl : 5
# Rin1 Abl inh with CCC(C)NC(=O)CSc1nc2ccccc2c(=O)n1CCCC(=O)NCC1CCCO1 (centres undefined) : -4

# Bioassay records (PubChem)
